Screening data: PubChem BioAssay, Fisher Drug Discovery Resource Center
mcGAS inh = cyclic GMP-AMP synthase inhibitors, mouse, primary biochemical chemiluminescence; inhibition, % at 12.5 µM; Q8C6L5; recombinant cGAS, Kinase-Glo ATP depletion luminescence; hit rate 0.15% among 160,000;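 further: 0% = negative control wells and 100% = reference inhibitor with no enzyme activity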
NPYLR7 agonist = agonists of mosquito NPYLR7 receptor, primary screen, cell-based, Aedes aegypti, calcium fluorescence, mosquito biting behavior. Aedes aegypti neuropeptide Y-like receptor 7 (NPYLR7). HEK293T NPYLR7/Galpha15, GCaMP6s calcium fluorescence. activation, % at 10 µM. hit rate 0.15% among 270,000. AID 1259423, 2018; in the data active means activation above about 40%;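 further: 0% = vehicle and 100% = reference agonist at the receptor; some compounds past the cut are filed as inactive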
hcGAS inh = Primary biochemical luminescence assay for human cyclic GMP-AMP synthase inhibitors; recombinant h-cGAS, ATP depletion, Kinase-Glo luminescence; inhibition, % at 12.5 µM; hit rate 0.081% among 290,000; Q8N884;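 further: 0% = vehicle reaction and 100% = reaction without DNA for no activity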
Target sequence (Q8N884 whole entry, looked up): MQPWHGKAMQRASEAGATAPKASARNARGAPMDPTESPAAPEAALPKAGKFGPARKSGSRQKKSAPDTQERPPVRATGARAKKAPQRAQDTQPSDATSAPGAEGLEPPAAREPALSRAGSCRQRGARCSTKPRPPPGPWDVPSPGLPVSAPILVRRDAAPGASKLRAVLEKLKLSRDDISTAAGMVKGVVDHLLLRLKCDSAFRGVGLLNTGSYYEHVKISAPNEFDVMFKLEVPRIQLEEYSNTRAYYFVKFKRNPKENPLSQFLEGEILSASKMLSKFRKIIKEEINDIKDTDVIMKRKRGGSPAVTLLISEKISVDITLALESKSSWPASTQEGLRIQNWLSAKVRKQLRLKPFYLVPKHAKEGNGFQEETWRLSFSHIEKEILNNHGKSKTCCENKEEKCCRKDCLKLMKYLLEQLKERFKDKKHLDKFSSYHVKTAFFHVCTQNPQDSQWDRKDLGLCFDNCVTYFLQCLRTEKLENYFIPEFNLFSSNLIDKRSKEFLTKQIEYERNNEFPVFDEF
The depositor's hits bear a star; & = joins results of further samples. Unless noted, no stated cut-off is given here; in the data, active means inhibition above about 40%; inactive means the rest.

What do the screens show for `COc1ccc(Oc2cnn(-c3ccc(F)cc3)c(=O)c2Nc2ccc(C(=O)NCc3ccncc3)cc2)cc1`?
mcGAS inh: -4; NPYLR7 agonist: 5; hcGAS inh: -7

Results for CCCCN(CC(=O)N(CCc1ccc(OC)c(OC)c1)Cc1cccs1)C(=O)c1cccc(OC)c1 ?
mcGAS inh: -5; NPYLR7 agonist: 2; hcGAS inh: -11

How did COc1ccc(OC)c(NC(=O)c2ccc(-n3nc(-c4cccc(C(F)(F)F)c4)cc3N)cc2)c1 do in these assays?
mcGAS inh: -4; NPYLR7 agonist: -4; hcGAS inh: -4

What do the screens show for `Cc1ccc(-n2ncc3c2CCCC3NC(=O)CCC(F)(F)F)cc1C` (stereo not given)?
mcGAS inh: -4; NPYLR7 agonist: 1; hcGAS inh: 0

What do the screens show for `Cc1ccc(S(=O)(=O)c2ccc(/C=N\Nc3nc(-c4ccccc4)c4cc(Br)ccc4n3)cc2[N+](=O)[O-])cc1`?
mcGAS inh: -5; NPYLR7 agonist: 11; hcGAS inh: -5

How did C[C@H](C(=O)NC1CC1)N1Cc2ccc(N3CCOCC3)nc2C1=O do in these assays?
NPYLR7 agonist: 13; hcGAS inh: -9

How did Cc1nc2c(cc1C(=O)NC1=NCCS1)c(C)nn2C do in these assays?
mcGAS inh: -7; NPYLR7 agonist: -2; hcGAS inh: -14

How did CCCCn1c(SC(C)C(=O)Nc2ccc(C#N)cc2)n[nH]c1=O (stereo not given) do in these assays?
NPYLR7 agonist: 8; hcGAS inh: -4

Results for COc1cc(C)c(Br)cc1S(=O)(=O)n1ccnc1C(C)C ?
mcGAS inh: -14; NPYLR7 agonist: 4; hcGAS inh: -4

What do the screens show for `COc1cccc(C(=O)N2CCCC(OCc3ccc(F)c(F)c3)C2)c1` (stereo not given)?
NPYLR7 agonist: -4; hcGAS inh: -1

How did O=C(NCc1ccc(-c2ccccc2F)o1)N1CCC2(CC1)OCCO2 do in these assays?
NPYLR7 agonist: 1&3; hcGAS inh: -7&2

What do the screens show for `O=C(Cn1c(=O)oc2ccc(Cl)cc21)N1CCc2ccccc21`?
mcGAS inh: -9; NPYLR7 agonist: -1; hcGAS inh: -5

What do the screens show for `COc1cccc2cc(-c3cc(=O)oc4cc(C)c(OCC(N)=O)cc34)oc12`?
mcGAS inh: -5; NPYLR7 agonist: 1; hcGAS inh: -1

What do the screens show for `CN(Cc1cc2cc(F)ccc2[nH]1)C(=O)c1cc(COc2ccc3c(c2)CCCC3)on1`?
mcGAS inh: -10; hcGAS inh: -6

How did COc1ccc(CC2CCN(C(=O)C34CC[C@@](C)(C(=O)O3)C4(C)C)CC2)cc1 do in these assays?
mcGAS inh: -9; NPYLR7 agonist: 1; hcGAS inh: -6

How did CCN1CCC(CNC(=O)c2cc(C)nc3onc(C)c23)CC1 do in these assays?
NPYLR7 agonist: -19; hcGAS inh: -8

What do the screens show for `Cc1cc(N=Cc2cc(Cl)cc(Br)c2O)no1`?
mcGAS inh: 13; NPYLR7 agonist: 0; hcGAS inh: -1

How did Cc1ccc(N=C2NC(=O)/C(=C\c3c(C)nc4sccn34)S2)c(C)c1 do in these assays?
mcGAS inh: -16; NPYLR7 agonist: -1; hcGAS inh: -2

What do the screens show for `CC(C)c1ccccc1NC(=S)N(CCC#N)CCC#N`?
NPYLR7 agonist: 5; hcGAS inh: -8

Results for COc1ccc(OC)c(NC(=O)NCCN2CCCCC2)c1 ?
mcGAS inh: -4; NPYLR7 agonist: 4; hcGAS inh: -4

Results for COc1cccc(CN2CCCC3(CCN(Cc4cnc(C)nc4)C3)C2=O)c1 (stereo not given) ?
NPYLR7 agonist: 1; hcGAS inh: -7

What do the screens show for `Cc1ccc(OCc2ccc(-c3nc(C#N)c(NCc4ccc5c(c4)OCO5)o3)o2)cc1`?
mcGAS inh: -2; NPYLR7 agonist: 0; hcGAS inh: 2

Results for COc1ccc(C(=O)NC(C(=O)NC2CC2)C2CCN(C(=O)Nc3cccc(Cl)c3)CC2)cc1 (stereo not given) ?
mcGAS inh: -4; NPYLR7 agonist: 9; hcGAS inh: -6

What do the screens show for `CS(=O)(=O)NCC1CCCN(CCSc2ccccc2)C1` (stereo not given)?
NPYLR7 agonist: 4; hcGAS inh: 7

Results for COc1cccc(CN(C)Cc2cc(C(C)(C)C)n[nH]2)c1O ?
mcGAS inh: -7; NPYLR7 agonist: 2; hcGAS inh: -6

How did Cc1ccc(C(=O)N2CCCCC2C)s1 (stereo not given) do in these assays?
NPYLR7 agonist: 0; hcGAS inh: -2

What do the screens show for `Nc1ncnc2sc3c(c12)CCC3`?
NPYLR7 agonist: -12; hcGAS inh: 6

Results for COc1ccc(C(=O)N2C[C@@H](C)O[C@@H](C)C2)cc1OC1CCN(C(C)=O)CC1 ?
NPYLR7 agonist: 2; hcGAS inh: -4

How did N#Cc1c(-c2cccs2)cc(C2CC2)[nH]c1=S do in these assays?
mcGAS inh: 0; NPYLR7 agonist: -1; hcGAS inh: 1

How did Cn1cc(C(=O)NCCCN2CCCC2=O)c2[nH]c(=O)n(-c3ccccc3)c(=O)c21 do in these assays?
NPYLR7 agonist: 3; hcGAS inh: -3

A draw from above in order of SMILES length, ascending:
How did N#Cc1c(-c2cccs2)cc(C2CC2)[nH]c1=S do in these assays?
mcGAS inh: 0; NPYLR7 agonist: -1; hcGAS inh: 1

Results for COc1cccc(CN2CCCC3(CCN(Cc4cnc(C)nc4)C3)C2=O)c1 (stereo not given) ?
NPYLR7 agonist: 1; hcGAS inh: -7

What do the screens show for `Cc1ccc(OCc2ccc(-c3nc(C#N)c(NCc4ccc5c(c4)OCO5)o3)o2)cc1`?
mcGAS inh: -2; NPYLR7 agonist: 0; hcGAS inh: 2

How did Cn1cc(C(=O)NCCCN2CCCC2=O)c2[nH]c(=O)n(-c3ccccc3)c(=O)c21 do in these assays?
NPYLR7 agonist: 3; hcGAS inh: -3

New compounds follow:
What do the screens show for `COc1ccc(CCN(Cc2ccc(C)o2)C(=O)CNC2CCCCC2)cc1OC`?
mcGAS inh: -4; NPYLR7 agonist: -10; hcGAS inh: -1

Results for Cc1ccc(NC2CCCN(C(=O)c3snnc3C)C2)cc1C (stereo not given) ?
NPYLR7 agonist: 4; hcGAS inh: -4

What do the screens show for `CCN(C(=O)OC)C(c1ccccc1)C1CCCCC1=O` (stereo not given)?
NPYLR7 agonist: -3; hcGAS inh: 6

Results for CCCn1c(SCC(=O)c2cc(C)n(-c3cc(C)on3)c2C)n[nH]c1=O ?
NPYLR7 agonist: 8; hcGAS inh: -5

What do the screens show for `COc1ccc(C(=O)NCc2ccccn2)cc1[N+](=O)[O-]`?
mcGAS inh: -3; NPYLR7 agonist: 6; hcGAS inh: 0

What do the screens show for `COCCn1c(-c2ccc3c(c2)CC(=O)N3)csc1=Nc1cccc(NC(C)=O)c1`?
NPYLR7 agonist: 6; hcGAS inh: -12

What do the screens show for `N#Cc1cccc(NC(=O)CN2CCC3(CC2)OCc2ccccc23)c1`?
NPYLR7 agonist: 0; hcGAS inh: 8

How did COCCC1CN(c2nc(CCN)nc3ccccc23)CCO1 (stereo not given) do in these assays?
NPYLR7 agonist: 3; hcGAS inh: -4

How did CCOc1ccc2nc(N3CCCC(C(=O)NCCc4nc(C)c5c(n4)CCCC5)C3)nc(C)c2c1 (stereo not given) do in these assays?
mcGAS inh: -13; NPYLR7 agonist: -5&4; hcGAS inh: -7&-12

Results for O=[N+]([O-])c1ccc(N2CCN(C(=S)NC3Cc4ccccc4C3)CC2)cc1 ?
mcGAS inh: -3; NPYLR7 agonist: -1; hcGAS inh: -1

Results for Cc1nc2sccn2c1C(=O)NCc1ccc2c(c1)OCO2 ?
NPYLR7 agonist: 9; hcGAS inh: -1

Results for Cn1c(SCC(=O)NCc2ccc(F)cc2)nc2c(-c3ccccc3)c[nH]c2c1=O ?
mcGAS inh: -7; NPYLR7 agonist: -3; hcGAS inh: -7

What do the screens show for `CC(C(=O)NC1CCCCC1)N1CCN(S(=O)(=O)c2cccc(Cl)c2Cl)CC1` (stereo not given)?
NPYLR7 agonist: -11; hcGAS inh: -4

What do the screens show for `COc1cccc(CNC(=O)C2CCN(C(=O)CCNC(=O)C3CC3c3ccccc3)CC2)c1` (stereo not given)?
mcGAS inh: -9; NPYLR7 agonist: 38; hcGAS inh: -6

What do the screens show for `O=C(Nc1ccc(N2CCCCC2)cc1)C1CC2CCC(C1)C21SCCS1` (stereo not given)?
mcGAS inh: -9; NPYLR7 agonist: 0; hcGAS inh: 7

What do the screens show for `CC1(Cc2cccc(F)c2)C(=O)Nc2cc(Cl)ccc21` (stereo not given)?
NPYLR7 agonist: 1; hcGAS inh: -1

Results for CCN(CCc1nc2ccc(C)cc2[nH]1)C(=O)COC ?
NPYLR7 agonist: 3; hcGAS inh: 3

Results for O=C(Nc1ccccc1)Nc1ccc(-c2cn3cccnc3n2)cc1 ?
NPYLR7 agonist: 7; hcGAS inh: -2

Results for Cc1[nH]cnc1-c1c(-c2ccccc2)ncn1C ?
NPYLR7 agonist: 31; hcGAS inh: -5

Results for CCCCN(Cc1cccn1Cc1ccc(Br)cc1)C(=O)CN(CCC)C(=O)C(C)Cl (stereo not given) ?
mcGAS inh: 0; NPYLR7 agonist: -5; hcGAS inh: 2

What do the screens show for `c1ccc(-c2cc(CSc3nnc(C4CC4)n3C3CC3)no2)cc1`?
NPYLR7 agonist: 0; hcGAS inh: -7

How did O=C(CN1CCOC1=O)N1CCOC(c2ccc(Cl)c(Cl)c2)C1 (stereo not given) do in these assays?
NPYLR7 agonist: 3; hcGAS inh: -3

Results for Cc1ccc(C2(O)CCN(c3ncccc3F)CC2)nc1 ?
NPYLR7 agonist: 1; hcGAS inh: 7

What do the screens show for `Cc1ccn2c(CNCc3ccc(F)cc3F)c(C(=O)N3CCCCCC3)nc2c1`?
NPYLR7 agonist: 17; hcGAS inh: -6

What do the screens show for `CCN1C(=O)/C(=C2/Oc3ccccc3N2CC)SC1=Nc1nc2ccccc2s1`?
mcGAS inh: -5; NPYLR7 agonist: -16; hcGAS inh: -3

Results for Cc1noc(C)c1COC(=O)C(=Cc1cccs1)c1cccs1 ?
NPYLR7 agonist: -6; hcGAS inh: 2

How did Cc1cn2c3c(=O)n(Cc4cccc(Cl)c4)c(=O)n(C)c3nc2n1CCOCCO do in these assays?
NPYLR7 agonist: 6; hcGAS inh: -6

How did CC1CCCCN1C(=O)COc1ccc(NC(=O)c2ccco2)cc1 (stereo not given) do in these assays?
mcGAS inh: -6; NPYLR7 agonist: 7; hcGAS inh: -14

What do the screens show for `O=C(Nc1ccc(SCCCC(=O)N2CCN(c3ccc(F)cc3)CC2)nn1)C1CC1`?
mcGAS inh: -9; NPYLR7 agonist: -1; hcGAS inh: -7

How did CCCCc1ccc(C(=O)Nc2ccc(N3CCN(c4ccccc4OC)CC3)c(C(=O)NCC3CCCO3)c2)cc1 (stereo not given) do in these assays?
mcGAS inh: -5; NPYLR7 agonist: -3; hcGAS inh: -17

What do the screens show for `O=C(O)CCC(=O)Nc1nc(-c2ccc3c(c2)Cc2ccccc2-3)cs1`?
mcGAS inh: -6; NPYLR7 agonist: -5; hcGAS inh: -1

What do the screens show for `CC(C)Cn1ccnc1NC(=O)c1ccc(N2CCc3ccccc3C2)cc1`?
NPYLR7 agonist: 6; hcGAS inh: -9

How did O=C(Nc1nnc(SCc2ccc(F)cc2)s1)c1ccccc1Br do in these assays?
mcGAS inh: -5; NPYLR7 agonist: -5; hcGAS inh: -7

Results for O=C1Cc2cc(S(=O)(=O)N3CCCC3c3ccc4c(c3)OCCO4)ccc2N1 (stereo not given) ?
mcGAS inh: -4; NPYLR7 agonist: 0; hcGAS inh: -5

How did Cc1ccc(C(C)(C)NC(=O)CCN2CCCCO2)cc1 do in these assays?
NPYLR7 agonist: -4; hcGAS inh: -7

How did CCOC(=O)C1CCCN(C(=O)c2coc(CN(Cc3ccc(F)cc3F)C(C)c3ccccc3)n2)C1 (stereo not given) do in these assays?
mcGAS inh: -5; NPYLR7 agonist: 18; hcGAS inh: -2

Results for CCCC1=NN2C(=N)/C(=C/c3ccccc3Br)C(=O)N=C2S1 ?
mcGAS inh: 2; NPYLR7 agonist: -3; hcGAS inh: 14

Results for CCCc1cc(N2CCN(Cc3c(CO)cnc(C)c3O)CC2)nc(C)n1 ?
mcGAS inh: -3; NPYLR7 agonist: -3; hcGAS inh: -4

Results for CC1(C)CC(=O)N(CCNc2ccc([N+](=O)[O-])cn2)C1=O ?
mcGAS inh: -2; NPYLR7 agonist: -20; hcGAS inh: -3

What do the screens show for `COc1cc(NC(=O)N2CCN(CCCOC(c3ccc(Cl)cc3)c3ccc(Cl)cc3)CC2)cc(OC)c1`?
mcGAS inh: 4; NPYLR7 agonist: 2; hcGAS inh: 0

How did C=CCn1c(COc2ccc(Cl)cc2)n[nH]c1=S do in these assays?
mcGAS inh: -4; NPYLR7 agonist: 9; hcGAS inh: -3

Results for CC(Sc1nnnn1C)C(=O)Nc1ccnn1C(C)C (stereo not given) ?
NPYLR7 agonist: 8; hcGAS inh: -5

What do the screens show for `CC1CCN(CCNC(=O)c2cccc(NC(=O)c3ccc(F)cc3)c2)CC1`?
NPYLR7 agonist: 0; hcGAS inh: 1

How did Cc1cc(=O)c2n(Cc3ccccc3Cl)nc[n+]2[nH]1 do in these assays?
mcGAS inh: -8; NPYLR7 agonist: 4; hcGAS inh: -4

Nothing new here: 2 of the compounds above.
What do the screens show for `CC1CCN(CCNC(=O)c2cccc(NC(=O)c3ccc(F)cc3)c2)CC1`?
NPYLR7 agonist: 0; hcGAS inh: 1

How did Cc1cc(=O)c2n(Cc3ccccc3Cl)nc[n+]2[nH]1 do in these assays?
mcGAS inh: -8; NPYLR7 agonist: 4; hcGAS inh: -4
